Giardia kill: kills Giardia lamblia. activity change, % at 7.66 µM, hits read low. Giardia lamblia trophozoite viability. 0.15% of 340,000 active; in the data active means activity change below about -80%; inconclusive means between about -30% and that limit;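 further: parasites exposed to compound for two days anaerobically before the ATP read; on the % scale 0 is the no-effect control and ±100 the full control effect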
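Anaerobic 48 hrs incubation at 37 deg C of 100 trophozoites/well with test compounds; ATPLite 1-Step luminescence, 15-30 min RT, reports cellular ATP as viability.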
BRCA1 expr up: activators of BRCA1 expression. MCF7-BRCA1-FFLuc reporter, luminescence, 48 h; response scale: scaled: vehicle 0%, 10 µM genistein 100%. Potency, µM (titrated, usually from 46.1 µM), for the others: top-dose activation, actives largely listed as activators. 1.1% of 380,000 active; further: potency means the concentration at half of the fitted maximal effect; nearly all actives have a fitted effect of over 80% in size; some results filed as inactive show a strong effect at the top dose
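MCF7 cells carrying a BRCA1-firefly luciferase reporter (2000 cells/well, phenol-red free MEM) were attached for 2 h at 37 °C, then given compounds for 48 h. Luminescence was read 15 min after luciferase reagent; activity normalized to genistein (10 microM) and DMSO.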
ELG1 genotoxic: inducers of genotoxicity in HEK293T ELG1-luciferase cells. AID 504466. Potency, µM (titrated, usually from 46 µM), for inactives: at the top dose activity change, positive = activation, hits mostly activators. 1.3% of 330,000 active. HEK293T ELG1-luciferase reporter, luminescence, 16 h; further: potency means the concentration at half of the fitted maximal effect; % of control where 0% means no effect; nearly all actives have a fitted effect of over 60% in size
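DMSO vehicle served as control against compound-treated ELG1-luciferase HEK293T cells; exposure lasted 16 hr at 37 °C and 5% CO2, followed by ONE-Glo luminescence detection after 30 min.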
p53 reactivation: restores transcriptional activity of mutant p53. H1299 p53-A138V BP100-luciferase reporter, luminescence, 24 h. Potency, µM (series often up to 92.2 µM), for inactives: at the highest dose activity change, positive = activation, usual class: activators. 0.063% of 320,000 active; further: potency means the concentration at half of the fitted maximal effect; % of control where 0% means no effect; nearly all actives have a fitted effect of over 45% in size
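H1299 (p53-null), stable ts p53-A138V + BP100-Luc; 1000 cells/well, Opti-MEM/10% FBS; cpd 4 pt, 1:5; 24 h, 37 deg C, 5% CO2; detection reagent 10 min RT; luminescence.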
Active calls of the source: *; ? = inconclusive; [ ] = remark or other dose. Unless noted, the call rests on the fitted dose curve; in most records, active means well fitted activation curve with a large enough effect; inconclusive means small, poorly fitted or top-dose-only effect; inactive means no such curve, though single readings can be large or run the other way.

SMILES | Giardia kill | BRCA1 expr up | ELG1 genotoxic | p53 reactivation
COc1ccc(CCC(=O)OCC(=O)Nc2sccc2C(N)=O)cc1OC | -10 | 0% | 1% | 3%
C=CC[C@@H](CC(=O)OC(C)(C)C)C(=O)OC[C@H]1CCCN1C(=O)[C@@H](CC=C)CC(=O)NCCO | -15 | -18% | 1% | -4%
CCOC(=O)c1cccc(N2CC3CNC(=O)C2(C(=O)OC)N3C)c1 (centres undefined) | 1 | 1% | 2% | 8%
Cc1ccc(S(=O)(=O)N2CCC[C@H]2C(=O)OCC(=O)N2CCc3ccccc32)cc1 | -16 | 1% | -1% | -6%
Cc1cccc(C(C)C)c1NC(=O)CSc1ncnc2[nH]ncc12 | 3 | -30% | -3% | 0%
COC(=O)[C@@]1(C)[C@H]2C(=O)N(Cc3ccccc3)C(=O)[C@H]2[C@H]2CN(C)C(=NC3CCCCC3)N21 | 0 | 13% | -2% | 5%
O=C(OCC(=O)N1CCc2ccccc2C1)c1ccc(O)cc1 | -10 | 57% | 7% | 27%
Cc1ccc(C(=O)NC(Cc2ccc(C(C)(C)C)cc2)C(=O)O)cc1 (centres undefined) | 6 | 1% | -3% | -4%
O=C(NCCCN1CCOCC1)c1cn(-c2ccccc2)nc1-c1ccc(F)cc1 | -15 | -16% | 2% | -3%
CC[C@]12c3[nH]c4ccc(Cl)cc4c3CCN1C(=O)[C@@H](CC(=O)NCCc1ccccn1)C[C@@H]2C(=O)N1CCN(C(=O)C2CC2)CC1 | -19 | 8% | 11% | -8%
NS(=O)(=O)c1cccc(NC(=O)CSc2nnc(-c3ccccc3)o2)c1 | -6 | 42% | 4% | 4%
C[C@@H](NC(=O)Cn1cnc2c(OCc3ccccc3)ncnc21)c1cccc2ccccc12 | -19 | -21% | -4% | -7%
O=C(COC(=O)c1ccccc1O)NC1CCCc2ccccc21 (centres undefined) | -18 | 17% | -2% | -4%
CCCCNc1c(-c2ccc(SC(C)CC)cc2)nc2cnccn12 (centres undefined) | 23 | -45% | -6% | -15%
O=C(CCl)Nc1ccc(S(=O)(=O)NC2=NCCCCC2)cc1 | -23 | -93% | -14% | -32%[inhibitor]
O=C(NC1CCS(=O)(=O)C1)c1ccc(Br)s1 (centres undefined) | 1 | 0% | 0% | 1%
CC1CCCC(NC(=O)COC(=O)c2ccc3c(c2)OCCO3)C1C (centres undefined) | 8 | 8% | 0% | 3%
CC(=O)c1cccc(NC(=O)CSc2n[nH]c(=O)n2C2CC2)c1 | 8 | -3% | 3% | -6%
Cc1ccc(NC(=O)c2nc[nH]c2C(=O)NCCCCNC(=O)c2[nH]cnc2C(=O)Nc2ccc(C)cc2)cc1 | 17 | -6% | -4% | -3%
CN(C(=O)COC(=O)c1ccc2ccccc2n1)c1ccccc1 | 20 | 4% | 1% | 3%
C[C@@]12C(=O)NCC(=O)N1[C@@H]1c3cc(Br)ccc3OC[C@@H]1[C@@H]2c1ccccc1 | -29 | -12% | -1% | -4%
COc1ccccc1-c1sc2ccccc2c1C#CC1(O)CCCCC1 | -13 | -21% | -1% | 4%
O=C1COc2ccc(C(=O)COC(=O)c3ccccc3F)cc2N1 | -4 | 14% | 6% | 22%
C=CC[C@@H](CC(=O)N[C@H](CO)Cc1ccccc1)C(=O)N[C@H](C)COC(=O)[C@@H](CC=C)Cc1ccc(F)cc1 | -20 | -34% | -3% | 4%
C[C@H](CO)N1C[C@H](C)[C@@H](CN(C)S(=O)(=O)c2cccs2)Oc2c(NC(=O)Cc3ccccc3)cccc2C1=O | 0 | -14% | 6% | 1%
C[C@H]1COC(=O)[C@H](Cc2ccc(F)cc2)C/C=C\C[C@H](CC(=O)N(CCO)Cc2ccccc2)C(=O)N1 | -4 | 0% | 1% | -1%
O=C(C[C@H]1C/C=C\CC[C@H](Cc2ccc(F)cc2)C(=O)OC[C@H]2CCCN2C1=O)NCCO | 51[activator] | 34% | 1% | -1%
CC(NC(=O)CSc1ncccn1)c1ccc2c(c1)OCO2 (centres undefined) | 8 | 19% | 2% | -4%
COc1cc(C=NNC(=O)c2ccc(NS(=O)(=O)c3cccs3)cc2)cc(Br)c1O | -26 | -6% | 1% | 7%
CCOC(=O)C1CCN(C(=O)c2ccc3c(c2)OCCO3)CC1 | 12 | 56% | 4% | 14%
O=C(COC(=O)C1=COCCO1)Nc1cc(Cl)c(Cl)cc1Cl | 0 | 10% | 9% | 4%
O=C(COC(=O)c1ccc(O)cc1)Nc1ccc(S(=O)(=O)N2CCCC2)cc1 | -7 | -7% | -1% | -3%
C[C@H](CO)N1C[C@H](C)[C@@H](CN(C)C(=O)NC2CCCCC2)Oc2c(NC(=O)c3ccncc3)cccc2C1=O | 20 | -6% | 0% | -1%
C=CC[C@@H](CC(=O)N[C@H](CO)Cc1ccccc1)C(=O)N[C@@H](COC(=O)[C@H](CC=C)CC(=O)OC(C)(C)C)Cc1ccccc1 | -23 | -43% | -6% | 3%
CSc1ncccc1C(=O)OCC(=O)NCCCc1ccccc1 | 11 | 13% | 0% | -4%
CSc1ncccc1C(=O)OCC(=O)Nc1nc(C)c(Cl)cc1Cl | 3 | -3% | 0% | -3%
C[C@H](CO)N1C[C@H](C)[C@@H](CN(C)S(=O)(=O)c2ccccc2)Oc2ccc(NS(=O)(=O)c3cn(C)cn3)cc2C1=O | 0 | 16% | 2% | -3%
O=[N+]([O-])c1ccccc1S(=O)(=O)Nc1ccc(S(=O)(=O)N2CCCC2)cc1 | -30 | -14% | 0% | -2%
COc1cc(O)c(C(=O)O)c(CCc2ccccc2)c1 | -25 | 11% | -2% | 9%
Cc1cccn2c(=O)cc(COC(=O)C(C)Oc3ccccc3)nc12 (centres undefined) | 12 | 9% | 1% | 0%

Structural class: the compounds so far containing a Cl atom (4)
SMILES | Giardia kill | BRCA1 expr up | ELG1 genotoxic | p53 reactivation
CC[C@]12c3[nH]c4ccc(Cl)cc4c3CCN1C(=O)[C@@H](CC(=O)NCCc1ccccn1)C[C@@H]2C(=O)N1CCN(C(=O)C2CC2)CC1 | -19 | 8% | 11% | -8%
O=C(CCl)Nc1ccc(S(=O)(=O)NC2=NCCCCC2)cc1 | -23 | -93% | -14% | -32%[inhibitor]
O=C(COC(=O)C1=COCCO1)Nc1cc(Cl)c(Cl)cc1Cl | 0 | 10% | 9% | 4%
CSc1ncccc1C(=O)OCC(=O)Nc1nc(C)c(Cl)cc1Cl | 3 | -3% | 0% | -3%

An excerpt from above in order of length of the SMILES, largest number first:
SMILES | Giardia kill | BRCA1 expr up | ELG1 genotoxic | p53 reactivation
C=CC[C@@H](CC(=O)N[C@H](CO)Cc1ccccc1)C(=O)N[C@H](C)COC(=O)[C@@H](CC=C)Cc1ccc(F)cc1 | -20 | -34% | -3% | 4%
C[C@H](CO)N1C[C@H](C)[C@@H](CN(C)S(=O)(=O)c2cccs2)Oc2c(NC(=O)Cc3ccccc3)cccc2C1=O | 0 | -14% | 6% | 1%
O=C1COc2ccc(C(=O)COC(=O)c3ccccc3F)cc2N1 | -4 | 14% | 6% | 22%

(list continues)
SMILES | Giardia kill | BRCA1 expr up | ELG1 genotoxic | p53 reactivation
O=C(Nc1cc(S(=O)(=O)N2CCOCC2)ccc1N1CCOCC1)c1ccccc1[N+](=O)[O-] | -6 | 0% | 0% | -2%
CC[C@@H](C)[C@@H]1CN([C@@H](CN2CCC[C@H]2CN2C(N)=NC[C@H]2CC(C)C)C(C)C)C(=N)N1CCCC1CCCC1 | 4 | -7% | 1% | -6%
Cc1ccc(S(=O)(=O)N2CCOCC2)cc1NC(=O)CN1C(=O)NC2(CCCC2)C1=O | 10 | 0% | 4% | -9%
C=CCn1c(SCC(=O)N(C)C2CCCCC2)nnc1C1CC1 | -11 | -36% | 1% | 4%
O=C(N/C(=C/c1ccccc1Cl)C(=O)N1CCOCC1)c1ccccc1 | -4 | -1% | -1% | -4%
O=C(NCCc1c[nH]c2ccccc12)c1ccc(Br)o1 | -1 | 79% | 5% | 9%
O=C(OCC(=O)N1CCCCC1)c1cccs1 | -7 | ? | ? | ?
COc1ccc2c(c1)CN(C)S(=O)(=O)c1ccccc1-2 | -8 | 6% | 1% | -7%
CCN(CC)CCCN=C1N[C@@H](c2cccc(C(F)(F)F)c2)C(C(=O)OC)=C(C)N1CC | 1 | -25% | -1% | -8%
CC(=O)c1ccccc1NC(=O)CCN1C(=O)C2CCCCC2C1=O (centres undefined) | 14 | 17% | 0% | 14%
O=C(COC(=O)c1ccc2c(c1)OCCO2)NCc1ccccc1Cl | -15 | 1% | -2% | 7%
C[C@H](CO)N1C[C@H](C)[C@@H](CN(C)C(=O)NC2CCCCC2)Oc2ccc(NC(=O)CCC(F)(F)F)cc2C1=O | -2 | 7% | 2% | -6%
Cc1ccc(S(=O)(=O)N2CCCCC2)cc1NC(=O)CCNC(=O)c1ccccc1 | 37[activator] | -18% | -2% | 5%
Cc1ccc(NC(=O)c2c(C)noc2C)cc1S(=O)(=O)N1CCOCC1 | 0 | -32% | 4% | -3%
C[C@]12c3[nH]c4ccccc4c3CCN1C(=O)C(CC(=O)NCCCn1ccnc1)C[C@@H]2C(=O)N1CCOCC1 (some centres undefined) | ? | 11% | 1% | -3%
O=C(CNC(=O)c1ccccc1F)OCC(=O)c1c[nH]c2ccccc12 | -9 | -4% | 2% | 4%
O=C(CSc1nc2ccccc2c(=O)n1-c1ccccc1F)NC1CC1 | 15 | -4% | 8% | -10%
C[C@H](CO)N1C[C@H](C)[C@@H](CN(C)C(=O)Nc2ccc3c(c2)OCO3)Oc2c(NC(=O)Cc3ccccc3)cccc2C1=O | -26 | 1% | 1% | -4%
Cc1ccc([N+](=O)[O-])cc1S(=O)(=O)Nc1cccc(S(=O)(=O)Nc2ccccc2C(=O)O)c1 | -6 | 2% | 1% | 6%
CC(=O)c1ccc(S(=O)(=O)Nc2ccc(S(=O)(=O)N3CCCCC3)cc2)cc1 | 20 | 0% | 1% | -6%
NS(=O)(=O)c1cc(C(=O)OCC(=O)Nc2ccc3c(c2)OCO3)ccc1Cl | -4 | 8% | 0% | 4%
COc1ccc(/C=C2\Oc3ccccc3C2=O)cc1 | -30 | ? | 2.3µM* | 5%
Cn1c(SCC(=O)NN2C(=O)NC(C)(c3ccccc3)C2=O)nnc1-c1ccncc1 (centres undefined) | 13 | 8% | 2% | 5%
C#CCOCCOCCOCCNc1nc(N2CCN(C(=O)[C@H](CCCCN)n3cc(CN)nn3)CC2)nc(N2CCN(C(=O)[C@H](CO)n3cc([C@@H](N)C(C)C)nn3)CC2)n1 | -12 | 8% | 2% | -1%
O=C(COc1ccc(Cl)cc1Br)OCC(=O)c1ccc[nH]1 | -3 | -12% | 0% | -5%
O=C1c2ccccc2/C(=C\C#Cc2ccccn2)N1c1ccccc1 | 10 | 0% | ? | -9%
CN(C(=O)c1ccc(NC(=O)C2CCN(C(=O)OC(C)(C)C)CC2)cc1)C1CCC1 | 3 | -8% | -2% | -4%
C[C@H](N)C(=O)NC[C@H]1O[C@@H](n2cnc3c(N)ncnc32)[C@H](O)[C@@H]1O | -20 | -19% | 15% | 5%
CCc1sc(C(=O)Nc2ccc(N3CCOCC3)cc2)cc1C | -3 | 74% | 1% | -11%
COC(=O)c1ccc(/C=C/c2c(-c3ccc(OC)cc3)sc3ccccc23)cc1 | -28 | -41% | 1% | 1%
COc1ccc(S(=O)(=O)Nc2ccc3c(c2)C(=O)N([C@H](C)CO)C[C@H](C)[C@@H](CN(C)S(=O)(=O)c2c(C)noc2C)O3)cc1 | -2 | 5% | 0% | -1%
CCOC(=O)[C@@H]1[C@H]2COc3cc(OC)ccc3[C@H]2N2C(=O)N(c3ccc(C)cc3)C(=O)[C@]12C | ? | 15% | 2% | -2%
COc1ccc(NC(=O)N(C)C[C@H]2Oc3ccc(NC(=O)Cc4ccccc4)cc3C(=O)N([C@H](C)CO)C[C@@H]2C)cc1 | 55[activator] | 3% | 4% | 1%
Cc1nc2ccc(NC(=O)c3cccc(S(=O)(=O)N4CCOCC4)c3)cc2s1 | -16 | -41% | -7% | -8%
CCCN(C(=O)CSc1ncccn1)C1CCS(=O)(=O)C1 (centres undefined) | 8 | 14% | 0% | 5%
O=C(Nc1cccc(Cl)c1)c1nc[nH]c1C(=O)NCCN(CCNC(=O)c1[nH]cnc1C(=O)Nc1cccc(Cl)c1)CCNC(=O)c1[nH]cnc1C(=O)Nc1cccc(Cl)c1 | -8 | -10% | -1% | 4%
CN(C)S(=O)(=O)c1ccc(Cl)c(C(=O)OCC(=O)c2ccco2)c1 | -19 | 5% | -3% | -2%
CC1CCN(C(=O)CN2C(=O)NC(C)(c3ccc4ccccc4c3)C2=O)CC1 (centres undefined) | 22 | -19% | -1% | 7%

Screening results (PubChem)

Only part of the results is shown; the hit share may differ from the screen's.
